INS-1E rescue: preserves ATP levels in cytokine-treated INS-1E cells | protection from cytokine-induced ATP loss, % at 10 µM | hit rate 0.1% among 20,000 | INS-1E cytokine-induced death, ATP luminescence, 48 h; normalised: neutral wells 0, positive control 100 | AID 488910;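 active = mean replicate protection from cytokine-induced ATP loss at least 50% and at least 75% of replicates each reaching 50%; inconclusive = meets only one of the two criteria, mean or replicate share; inactive = fails both the mean and replicate share criteria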
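Assay system: INS-1E rat cells / Quantity: 8000 cells per well / Medium: RPMI without phenol red, 5% FBS / Probe or stimulus: three-cytokine cocktail (IFN-γ, TNF-α, IL-1β) / Dosing: one compound concentration, pin transfer / Timing: 48 h co-treatment, 10 min post-lysis read / Technique: CellTiter-Glo luminescence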
T cruzi HTS: blocks T. cruzi growth inside host cells; intracellular Trypanosoma cruzi in host cells, plate reader; activity score (inhibition), % at 5.01 µM; hit rate 4.9% among 22,000; AID 651903; in the data active = activity score above about 55%; inconclusive = no clear call, values can overlap the other calls;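 note: parasites and compound incubated about four days before reading; 0% = median of neutral control wells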
Starred values were filed as active, the others as inactive; ? = inconclusive; nt = no result given. This is a random part of the collection. About 5.1% of those tested had a hit in this group.

SMILES	INS-1E rescue	T cruzi HTS
C[C@@H]1CCCCO[C@H](CN(C)S(=O)(=O)c2ccccc2)[C@@H](C)CN([C@H](C)CO)C(=O)c2cc(N(C)C)ccc2O1	1	2
COc1ccc(S(=O)(=O)N(C)C[C@@H]2Oc3c(NC(=O)Nc4cccc5ccccc45)cccc3C(=O)N([C@@H](C)CO)C[C@H]2C)cc1	81*	9
C[C@@H]1CCCCO[C@@H](CN(C)C)[C@@H](C)CN([C@H](C)CO)C(=O)c2cc(NC(=O)CCC(F)(F)F)ccc2O1	3	-18
Cc1noc(C)c1NC(=O)Nc1ccc2c(c1)C(=O)N([C@H](C)CO)C[C@H](C)[C@@H](CN(C)Cc1ccc(C(=O)O)cc1)O2	3	-12
COc1ccc(S(=O)(=O)Nc2cccc3c2O[C@@H](CN(C)C(=O)Nc2cccc4ccccc24)[C@@H](C)CN([C@H](C)CO)C3=O)cc1	1	12
C[C@H]1CN([C@@H](C)CO)C(=O)CCCn2cc(nn2)CO[C@H]1CN(C)C(=O)CCC(F)(F)F	nt	-15
C[C@@H]1CN([C@H](C)CO)C(=O)Cc2cc(NS(=O)(=O)c3ccccc3)ccc2O[C@@H]1CN(C)C	9	-25
C[C@H](CO)N1C[C@H](C)[C@H](CN(C)C(=O)Nc2ccc(C(F)(F)F)cc2)Oc2ccc(NC(=O)Cc3ccccc3)cc2CC1=O	-14	6
C[C@@H]1CN([C@H](C)CO)C(=O)c2cc(NS(=O)(=O)c3cccs3)ccc2O[C@@H]1CN(C)S(=O)(=O)c1cccs1	4	-7
CNC[C@H]1Oc2ccc(NC(=O)NC(C)C)cc2CC(=O)N([C@H](C)CO)C[C@H]1C	3	-35
C[C@H](CO)N1C[C@H](C)[C@H](CN(C)Cc2ccc(Cl)c(Cl)c2)Oc2c(NC(=O)Nc3ccc(F)cc3)cccc2C1=O	-11	0
C[C@H](CO)N1C[C@H](C)[C@H](CN(C)C(=O)Nc2cccc3ccccc23)Oc2ccc(NC(=O)Nc3ccccc3)cc2C1=O	2	-6
C[C@@H]1CN([C@H](C)CO)C(=O)c2cccc(NC(=O)NC3CCCCC3)c2O[C@@H]1CN(C)Cc1ccc(Oc2ccccc2)cc1	-55	64*
C[C@H](CO)N1C[C@H](C)[C@H](CN(C)CC2CCCCC2)Oc2ccc(NC(=O)c3ccncc3)cc2CC1=O	-8	-6
C[C@H]1CN([C@@H](C)CO)C(=O)Cc2cc(NC(=O)Nc3ccc(F)cc3)ccc2O[C@H]1CN(C)C(=O)Nc1cccc2ccccc12	3	-2
C[C@H]1CN([C@@H](C)CO)C(=O)c2cccc(NC(=O)C3CCCCC3)c2O[C@@H]1CN(C)Cc1ccc2c(c1)OCO2	-3	6
COc1ccc(S(=O)(=O)Nc2cccc3c2O[C@H](CN(C)S(=O)(=O)c2ccc(C)cc2)[C@@H](C)CN([C@H](C)CO)C3=O)cc1	1	3
Cc1cc(C(=O)Nc2cccc3c2O[C@H](CN(C)Cc2ccc(C(=O)Nc4ccccc4N)cc2)[C@H](C)CN([C@@H](C)CO)C3=O)n(C)n1	60*	28
Cc1ccc(S(=O)(=O)N(C)C[C@H]2Oc3ccc(NC(=O)c4ccncc4)cc3C(=O)N([C@@H](C)CO)C[C@H]2C)cc1	4	-2
C[C@@H]1CN([C@H](C)CO)C(=O)c2cccc(NC(=O)NC3CCCCC3)c2O[C@H]1CN(C)S(=O)(=O)c1ccc(Cl)cc1	14	15
COc1ccc(CN(C)C[C@H]2Oc3ccc(NS(=O)(=O)c4ccc(OC)cc4)cc3C(=O)N([C@H](C)CO)C[C@H]2C)cc1	4	9
C[C@@H]1CCCCO[C@@H](CN(C)C(=O)C2CCCCC2)[C@@H](C)CN([C@H](C)CO)C(=O)c2cc(NC(=O)Nc3ccccc3)ccc2O1	20	-7
C[C@H](CO)N1C[C@H](C)[C@H](CN(C)Cc2ccc(Oc3ccccc3)cc2)Oc2ccc(NC(=O)Cn3cnnn3)cc2CC1=O	5	-42
Cc1cc(C(=O)Nc2cccc3c2O[C@H](CN(C)Cc2ccc(C(=O)O)cc2)[C@@H](C)CN([C@@H](C)CO)C3=O)n(C)n1	3	-11
CNC[C@H]1Oc2c(NS(=O)(=O)c3ccc(OC)cc3)cccc2C(=O)N([C@@H](C)CO)C[C@H]1C	5	-12
C[C@H](CO)N1C[C@H](C)[C@@H](CN(C)C(=O)Nc2ccc(C(F)(F)F)cc2)Oc2c(NC(=O)C3CC3)cccc2C1=O	4	-15
CC(C)NC(=O)N(C)C[C@H]1OCCCC[C@@H](C)Oc2ccc(NS(=O)(=O)c3cccs3)cc2C(=O)N([C@H](C)CO)C[C@@H]1C	1	-6
C[C@H]1CN([C@@H](C)CO)C(=O)Cc2cc(NC(=O)C3CCCCC3)ccc2O[C@H]1CN(C)S(=O)(=O)c1cccs1	7	2
C[C@H](CO)N1C[C@H](C)[C@@H](CN(C)C(=O)Nc2ccc(C(C)(C)C)cc2)OCc2cn(nn2)CCCC1=O	nt	-5
C[C@@H]1CCCCO[C@H](CN(C)C)[C@@H](C)CN([C@H](C)CO)C(=O)c2cc(NC(=O)Nc3ccc4c(c3)OCO4)ccc2O1	10	-21
C[C@H](CO)N1C[C@H](C)[C@H](CN(C)Cc2ccc3c(c2)OCO3)Oc2c(NC(=O)c3cnccn3)cccc2C1=O	1	1
C[C@H](CO)N1C[C@H](C)[C@H](CN(C)Cc2ccccc2)Oc2c(NC(=O)C3CC3)cccc2C1=O	-6	5
Cc1ccc(S(=O)(=O)Nc2cccc3c2O[C@H](CN(C)Cc2ccc(C(=O)Nc4ccccc4N)cc2)[C@H](C)CN([C@H](C)CO)C3=O)cc1	23	50
COc1ccc(S(=O)(=O)Nc2cccc3c2O[C@@H](CN(C)Cc2ccc(C(F)(F)F)cc2)[C@H](C)CN([C@H](C)CO)C3=O)cc1	8	36
C[C@@H]1CCCCO[C@@H](CN(C)C(=O)c2ccccc2)[C@@H](C)CN([C@H](C)CO)C(=O)c2cc(NC(=O)Nc3ccc(C(F)(F)F)cc3)ccc2O1	-2	68*
C[C@H](CO)N1C[C@H](C)[C@H](CN(C)Cc2ccc(Oc3ccccc3)cc2)Oc2c(NC(=O)C3CC3)cccc2C1=O	-16	-20
Cc1noc(C)c1NC(=O)Nc1cccc2c1O[C@@H](CN(C)S(=O)(=O)c1ccc(Cl)cc1)[C@H](C)CN([C@H](C)CO)C2=O	2	-5
C[C@H]1CN([C@@H](C)CO)C(=O)c2cccc(NC(=O)C3CCOCC3)c2O[C@H]1CN(C)S(=O)(=O)c1ccccc1	5	1
C[C@H]1CN([C@@H](C)CO)C(=O)c2cc(NC(=O)Cc3cn(C)c4ccccc34)ccc2O[C@@H]1CN(C)Cc1ccncc1	1	19
C[C@H](CO)N1C[C@H](C)[C@H](CN(C)Cc2ccncc2)Oc2ccc(NC(=O)C3CCCCC3)cc2C1=O	-5	-8

Sorted by formula weight (rising): part of the list above.
SMILES	INS-1E rescue	T cruzi HTS
C[C@H](CO)N1C[C@H](C)[C@H](CN(C)Cc2ccccc2)Oc2c(NC(=O)C3CC3)cccc2C1=O	-6	5
C[C@H](CO)N1C[C@H](C)[C@H](CN(C)Cc2ccncc2)Oc2ccc(NC(=O)C3CCCCC3)cc2C1=O	-5	-8
C[C@H](CO)N1C[C@H](C)[C@@H](CN(C)C(=O)Nc2ccc(C(C)(C)C)cc2)OCc2cn(nn2)CCCC1=O	nt	-5
C[C@H](CO)N1C[C@H](C)[C@H](CN(C)Cc2ccc3c(c2)OCO3)Oc2c(NC(=O)c3cnccn3)cccc2C1=O	1	1
C[C@H]1CN([C@@H](C)CO)C(=O)c2cccc(NC(=O)C3CCOCC3)c2O[C@H]1CN(C)S(=O)(=O)c1ccccc1	5	1
C[C@H]1CN([C@@H](C)CO)C(=O)c2cc(NC(=O)Cc3cn(C)c4ccccc34)ccc2O[C@@H]1CN(C)Cc1ccncc1	1	19
C[C@@H]1CCCCO[C@H](CN(C)C)[C@@H](C)CN([C@H](C)CO)C(=O)c2cc(NC(=O)Nc3ccc4c(c3)OCO4)ccc2O1	10	-21
Cc1noc(C)c1NC(=O)Nc1cccc2c1O[C@@H](CN(C)S(=O)(=O)c1ccc(Cl)cc1)[C@H](C)CN([C@H](C)CO)C2=O	2	-5
C[C@@H]1CCCCO[C@@H](CN(C)C(=O)c2ccccc2)[C@@H](C)CN([C@H](C)CO)C(=O)c2cc(NC(=O)Nc3ccc(C(F)(F)F)cc3)ccc2O1	-2	68*

(more compounds)
SMILES	INS-1E rescue	T cruzi HTS
C[C@H]1CN([C@@H](C)CO)C(=O)Cc2cc(NS(=O)(=O)c3cn(C)cn3)ccc2O[C@@H]1CN(C)S(=O)(=O)c1cn(C)cn1	3	-14
C[C@@H]1CN([C@@H](C)CO)C(=O)Cc2cc(NC(=O)CCCCCC(=O)Nc3ccccc3N)ccc2O[C@@H]1CN(C)Cc1ccc(Oc2ccccc2)cc1	3	33
C[C@@H]1CN([C@@H](C)CO)C(=O)c2cccc(NS(C)(=O)=O)c2O[C@H]1CN(C)S(=O)(=O)c1ccccc1	5	-34
CC(C)NC(=O)Nc1ccc2c(c1)CC(=O)N([C@@H](C)CO)C[C@H](C)[C@@H](CN(C)Cc1ccc(Cl)c(Cl)c1)O2	4	6
C[C@H](CO)N1C[C@H](C)[C@H](CN(C)S(=O)(=O)c2ccccc2)Oc2c(NS(C)(=O)=O)cccc2C1=O	8	-15
Cc1ccc(S(=O)(=O)Nc2ccc3c(c2)C(=O)N([C@@H](C)CO)C[C@H](C)[C@H](CN(C)S(=O)(=O)c2ccccc2)O3)cc1	nt	4
CC(C)OC(=O)N(C)C[C@H]1OCc2cn(nn2)CCCC(=O)N([C@@H](C)CO)C[C@H]1C	nt	-15
C[C@@H]1CN([C@H](C)CO)C(=O)c2cc(NC(=O)Nc3ccccc3)ccc2O[C@H]1CN(C)Cc1ccncc1	7	-9
COc1ccc(CN(C)C[C@H]2Oc3c(NS(=O)(=O)c4cn(C)cn4)cccc3C(=O)N([C@H](C)CO)C[C@H]2C)cc1	11	-18
C[C@@H]1CN([C@H](C)CO)C(=O)Cc2cc(NC(=O)c3ccncc3)ccc2O[C@@H]1CN(C)C(=O)Nc1ccc2c(c1)OCO2	-1	-11
Cc1noc(C)c1NC(=O)N(C)C[C@@H]1Oc2c(NS(=O)(=O)c3c(C)noc3C)cccc2C(=O)N([C@H](C)CO)C[C@@H]1C	9	-7
O=C(N/N=C/c1ccccc1)c1ccccn1	8	-18
COc1ccc(CN(C)C[C@H]2OCc3cnnn3CCCC(=O)N([C@H](C)CO)C[C@H]2C)cc1	nt	-19
Cc1noc(C)c1S(=O)(=O)Nc1ccc2c(c1)C(=O)N([C@H](C)CO)C[C@H](C)[C@H](CN(C)S(=O)(=O)c1ccccc1)O2	-8	28
Cc1noc(C)c1NC(=O)N(C)C[C@@H]1Oc2c(NS(=O)(=O)c3cn(C)cn3)cccc2C(=O)N([C@@H](C)CO)C[C@H]1C	7	-27
CNC[C@@H]1Oc2c(NS(=O)(=O)c3c(C)noc3C)cccc2C(=O)N([C@@H](C)CO)C[C@@H]1C	8	-10
C[C@@H]1CN([C@H](C)CO)C(=O)Cc2cc(NS(C)(=O)=O)ccc2O[C@@H]1CN(C)S(=O)(=O)c1ccc(Cl)cc1	-2	-12
O=C(CCCCCCC(=O)Nc1ccccc1O)N/N=C/c1cn(Cc2ccccc2)c2ccccc12	9	17
C[C@@H]1CN([C@H](C)CO)C(=O)Cc2cc(NS(=O)(=O)c3cccs3)ccc2O[C@@H]1CN(C)S(=O)(=O)c1cccs1	10	-16
C[C@@H]1CCCCO[C@H](CN(C)C(=O)Cc2ccccc2)[C@@H](C)CN([C@H](C)CO)C(=O)c2cc(NC(=O)Nc3ccc(C(F)(F)F)cc3)ccc2O1	-32	?
C[C@H]1CN([C@@H](C)CO)C(=O)Cc2cc(NS(C)(=O)=O)ccc2O[C@@H]1CN(C)Cc1ccncc1	8	-5
Cc1cccc(S(=O)(=O)N(C)C[C@@H]2OCc3cn(nn3)CCCC(=O)N([C@@H](C)CO)C[C@H]2C)c1	nt	-22
C[C@H]1CN([C@@H](C)CO)C(=O)CCCn2cc(nn2)CO[C@H]1CN(C)S(=O)(=O)c1ccc(Oc2ccccc2)nc1	nt	-8
CC(C)NC(=O)Nc1cccc2c1O[C@@H](CN(C)Cc1ccc3c(c1)OCO3)[C@@H](C)CN([C@@H](C)CO)C2=O	8	-22
CC(C)NC(=O)Nc1cccc2c1O[C@H](CN(C)C(=O)NC(C)C)[C@H](C)CN([C@@H](C)CO)C2=O	4	-22
CC(C)NC(=O)Nc1ccc2c(c1)C(=O)N([C@H](C)CO)C[C@H](C)[C@H](CN(C)CC1CCCCC1)O2	nt	8
C[C@H](CO)N1C[C@H](C)[C@H](CN(C)Cc2ccc(C(=O)O)cc2)Oc2ccc(NC(=O)Nc3ccc(F)cc3)cc2C1=O	-2	-9
C[C@@H]1CN([C@H](C)CO)C(=O)c2cccc(NC(=O)c3ccncc3)c2O[C@H]1CN(C)Cc1ccc(C(=O)O)cc1	1	-10
C[C@@H]1CN([C@@H](C)CO)C(=O)Cc2cc(NC(=O)C3CCCCC3)ccc2O[C@@H]1CN(C)Cc1ccncc1	18	39
C[C@@H]1CN([C@H](C)CO)C(=O)c2cc(NS(=O)(=O)c3ccc(F)cc3)ccc2O[C@H]1CN(C)C(=O)Nc1ccc(F)cc1	-1	-9
C[C@@H]1CN([C@@H](C)CO)C(=O)c2cccc(NC(=O)Nc3ccc4c(c3)OCO4)c2O[C@@H]1CN(C)C(=O)NC1CCCCC1	-1	?
C[C@H](CO)N1C[C@H](C)[C@H](CN(C)Cc2ccc(C(=O)O)cc2)Oc2ccc(NC(=O)CCN3CCOCC3)cc2C1=O	0	-39

Bioassay records from PubChem BioAssay.
